# From PubChem
# hERG protect = shields human hERG channel from block by proarrhythmic agents; activation (rescue from dofetilide block), less the hit threshold, % at 10 µM; AID 1511; CHO-hERG, FluxOR thallium flux, dofetilide IC70 present; hit rate 0.51% among 310,000; Q12809;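 active = activation above the mean of controls blocked by dofetilide plus 5 SD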;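 note: thallium influx through hERG after potassium depolarization seen as dye fluorescence rise; in these data hits start at about 4.7%; inactives centre near -7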
# Target sequence (Q12809 whole entry, looked up): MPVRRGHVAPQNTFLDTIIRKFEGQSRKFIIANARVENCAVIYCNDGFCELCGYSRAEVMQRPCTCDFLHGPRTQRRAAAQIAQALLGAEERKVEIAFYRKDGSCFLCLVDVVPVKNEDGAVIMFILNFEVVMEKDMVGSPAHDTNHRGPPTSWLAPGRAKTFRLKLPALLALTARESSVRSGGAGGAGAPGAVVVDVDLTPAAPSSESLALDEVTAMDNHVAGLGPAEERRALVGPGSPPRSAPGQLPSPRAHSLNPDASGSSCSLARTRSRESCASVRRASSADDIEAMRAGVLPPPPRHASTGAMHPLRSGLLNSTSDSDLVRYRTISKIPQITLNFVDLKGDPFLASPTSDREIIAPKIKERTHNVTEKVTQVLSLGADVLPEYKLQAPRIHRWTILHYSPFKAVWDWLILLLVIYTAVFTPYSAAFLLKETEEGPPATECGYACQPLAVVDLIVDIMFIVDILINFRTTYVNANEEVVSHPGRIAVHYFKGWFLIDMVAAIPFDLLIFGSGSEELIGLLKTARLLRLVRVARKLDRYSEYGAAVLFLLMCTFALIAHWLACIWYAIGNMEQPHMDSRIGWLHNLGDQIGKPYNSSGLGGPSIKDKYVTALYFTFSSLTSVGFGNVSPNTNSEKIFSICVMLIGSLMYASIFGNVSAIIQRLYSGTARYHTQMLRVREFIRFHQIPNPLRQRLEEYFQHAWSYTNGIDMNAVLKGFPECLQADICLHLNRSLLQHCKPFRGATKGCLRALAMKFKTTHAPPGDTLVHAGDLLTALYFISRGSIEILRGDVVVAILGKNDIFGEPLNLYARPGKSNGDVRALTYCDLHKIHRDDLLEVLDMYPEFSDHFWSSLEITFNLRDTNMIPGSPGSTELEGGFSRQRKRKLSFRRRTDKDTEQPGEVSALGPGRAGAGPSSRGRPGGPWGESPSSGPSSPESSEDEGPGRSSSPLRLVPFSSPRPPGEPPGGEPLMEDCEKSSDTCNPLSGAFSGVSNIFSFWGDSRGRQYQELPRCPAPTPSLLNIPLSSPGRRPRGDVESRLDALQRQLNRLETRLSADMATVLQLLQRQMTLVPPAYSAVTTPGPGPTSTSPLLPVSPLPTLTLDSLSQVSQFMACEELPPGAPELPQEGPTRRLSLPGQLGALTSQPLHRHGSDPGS
# RGS4 inh = human RGS4 inhibition. P49798. hit rate 0.45% among 310,000. HEK293 M3R/RGS4 inducible, Fluo-4 calcium flux; hits give high values; triggered by carbachol at its EC20. B-score at 10 µM;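 active = B-score, a plate-corrected calcium signal, over three deviations above library mean, with baseline fluorescence within five deviations of library mean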;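 note: RGS4 expression induced by doxycycline in cells with stable M3 receptor; B-score is computed from the integrated fluorescence ratio over baseline after carbachol; higher B-score means a larger calcium signal and so more RGS4 inhibition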
# MrgX1 PAM = human MrgX1 positive allosteric modulation, primary screen; Q96LB2; hit rate 0.63% among 310,000; B-score at 10 µM; MrgX1-HEK293, Fluo-4 calcium flux, FDSS; hits give high values; AID 588675;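 active = plate-corrected calcium response at least 3 library SD above typical, normal starting fluorescence, not activating the receptor alone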;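 note: compound read alongside a low EC10 to EC30 dose of BAM8-22 agonist; peak minus trough fluorescence over baseline measured at the second addition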
# TMEM16A act = activators or potentiators of mouse TMEM16A chloride channel; Q8BHY3; HEK293 TMEM16A/YFP-H148Q/I152L, iodide quench fluorescence; hits give low values; B-score at 10 µM; hit rate 0.3% among 340,000; AID 623877;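 active = fluorescence-ratio B-score plate-corrected deviation score at least 3 library SD below zero, with starting fluorescence score within 5 deviations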;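 note: channel opened by trigger with iodide after compound preincubation; score built on the fluorescence ratio of max minus min over baseline; more negative score means more quench and so TMEM16A activation or potentiation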
# TMEM16A inh = blocks the mouse calcium-activated chloride channel TMEM16A; HEK293 TMEM16A/YFP iodide influx fluorescence, ionomycin; normalized B-score (activity score, 25-100; higher = stronger inhibition) at 10 µM; hit rate 1.2% among 310,000; AID 588511;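 active = ratio plate-corrected score three or more library SD toward inhibition, starting fluorescence score within five deviations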;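 note: score derived from kinetic fluorescence span divided by baseline fluorescence per well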
# RGS4 pot = potentiators or activators of RGS4; B-score at 10 µM; AID 463111; HEK293 M3R/inducible RGS4, carbachol calcium flux Fluo4; hits give low values; hit rate 0.92% among 310,000;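 active = B-score of the integrated calcium signal more than 4 SD below the library mean, with starting fluorescence not abnormally high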;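 note: negative B-score means reduced calcium response which marks RGS4 activation or potentiation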
#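 test system = HEK293 cells with stable M3R and inducible RGS4 | schedule = recording 10 s baseline at 1 Hz, 100 s post-agonist | technique = Fluo4-AM (2 µM) calcium-flux fluorescence, kinetic read | measure = Agonist-evoked peak-minus-minimum fluorescence over baseline, integrated ratio, B score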
# MrgX1 ag = activates human MrgX1 receptor signaling. MrgX1-HEK293 cells, Fluo-4 calcium fluorescence, agonist mode; hits give high values. Q96LB2. B-score at 10 µM. hit rate 0.44% among 310,000;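 active = calcium response B-score plate-corrected fluorescence ratio at least 3 library SD, with starting fluorescence B-score inside 5 SD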
#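 Assay system: MrgX1-expressing HEK293 cells / Amount: fifteen thousand cells per well / Doses: test compound in the initial addition of three / Timing: cells plated overnight, dye loaded 0.5 h 37 °C, 0.5 h room temperature / Technique: kinetic calcium dye fluorescence, Fluo-4 NW / Control set: positive and negative controls per plate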
# KCNK3 block = human KCNK3 channel inhibition, primary screen | CHO-KCNK3 thallium flux, FluxOR fluorescence; hits give low values | B-score at 10 µM | hit rate 0.84% among 340,000 | AID 602410;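 active = B-score under library mean minus 4 SD, starting fluorescence ratio at most library mean plus 5 SD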;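 note: more negative B-score means stronger inhibition of thallium flux through KCNK3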
# KCNQ1 inh = blocks the human KCNQ1 potassium channel. P51787. CHO-K1 KCNQ1, FluxOR thallium flux fluorescence; hits give high values. B-score at 10 µM. hit rate 1.3% among 310,000. AID 2642;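 active = compounds whose thallium flux B-score, printed positive for inhibition, exceeds three library SD while starting fluorescence stays within three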;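 note: channel opened by potassium depolarization with thallium stimulus after 20 min compound exposure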
# KCNQ1 pot = human KCNQ1 channel potentiation or activation | P51787 | CHO-K1 KCNQ1, thallium flux FluxOR fluorescence; hits give high values | B-score at 10 µM | hit rate 0.35% among 310,000 | AID 2648;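 active = fluorescence ratio B-score, a plate-corrected score, at least three library SD, with initial intensity B-score within 5 SD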
#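 Schedule – 37 °C overnight plating, 90-min dark dye load, 20-min compound pretreatment · System – stable KCNQ1 CHO-K1 line · Probe or stimulus – thallium- and potassium-containing depolarizing buffer · Measured by – kinetic FluxOR fluorescence, 10 s baseline plus 110 s post-stimulus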
# KCNK9 block = blocks the human KCNK9 two-pore domain potassium channel; hit rate 1.2% among 310,000; Q9NPC2; B-score at 10 µM; HEK293 KCNK9, FluxOR thallium flux fluorescence; hits give low values; AID 488922;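 active = ratio B-score over 3 SD below the library mean, with starting fluorescence within 5 SD of its mean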;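 note: negative B-score means less thallium flux so channel inhibition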
# * hit, by the source's call; i = inactive; . = no result given. Hits appear at their usual frequency. About 6.3% of those tested had a hit in this group.
# Results follow in this order: hERG protect | RGS4 pot | KCNK9 block | KCNK3 block | RGS4 inh | MrgX1 ag | TMEM16A act | TMEM16A inh | MrgX1 PAM | KCNQ1 inh | KCNQ1 pot
- CCOC(=O)N1CCN(C2CC(=O)N(c3ccc(C)cc3)C2=O)CC1 (centres undefined)
  -9 | i | i | i | i | i | i | i | i | i | i
- CCN(CC(=O)Nc1ccccc1C(F)(F)F)C(=O)CN1C(=O)NC(C)(c2ccccc2)C1=O (centres undefined)
  -15 | i | i | i | i | i | i | i | i | i | i
- COc1ccc(C(=O)n2c(C)c(CCO)c(=O)n2C)cc1
  -6 | i | i | i | i | i | i | i | i | i | i
- Nc1nc(SCC(=O)NCc2ccccc2)n[nH]1
  -8 | i | i | i | i | i | i | i | i | i | i
- O=C(Cn1nc(-c2ccccc2)ccc1=O)Nc1ccc(NC(=O)c2ccccn2)cc1
  -12 | i | i | i | i | i | i | i | i | i | i
- COc1cccc(/C=N/NC(=O)CSc2ccccc2C)c1OC
  -7 | i | i | i | i | i | i | i | i | i | i
- COc1ccc(NC(=O)COc2cccc(C(F)(F)F)c2)cn1
  -16 | i | i | i | i | i | i | i | i | i | i
- O=S(=O)(NCCN1CCOCC1)c1cccs1
  -12 | i | i | i | i | i | i | i | i | i | i
- CC(C)(C)CC(C)(C)NC(=O)c1ccccc1
  -11 | i | i | i | i | i | i | i | i | i | i
- Cc1ccc(S(=O)(=O)N2CCN(C(=O)c3cccc(F)c3)CC2)cc1
  -4 | i | i | i | i | i | i | i | i | i | i
- COc1ccc(/C=N/Nc2nc3ccccc3o2)cc1OC
  -1 | i | i | i | i | i | i | i | i | i | i
- CC(NCC(=O)NCCc1ccc(S(N)(=O)=O)cc1)c1ccc(F)cc1 (centres undefined)
  -4 | i | i | i | i | i | i | i | i | i | i
- O=C1C2C3C=CC(C3)C2C(=O)N1c1cccc2cccnc12 (centres undefined)
  . | . | . | i | . | i | i | i | i | . | .
- NC(=O)[C@@H]1CC2(CC(c3cccc(NC(=O)[C@H]4CCC(=O)N4)c3)=NO2)CN1C(=O)c1ccc(Cl)cc1 (some centres undefined)
  -1 | i | i | i | i | i | i | i | i | i | i
- O=C(N1CCOCC1)N1CCN(c2ccc(F)cc2)CC1
  -7 | i | i | i | i | i | i | i | i | i | i
- Cn1nnnc1SCC(=O)N1c2ccccc2Sc2ccc(Cl)cc21
  . | . | . | -10* | . | i | i | i | i | . | .
- CC(C)Cc1ccc(CN2CCCC(NC(=O)CCn3cnnn3)C2)cc1 (centres undefined)
  -5 | i | i | i | i | i | i | i | i | i | i
- COc1ccc(OC)c(N=C(N)N=C(N)N)c1
  -2 | i | i | i | i | i | i | i | i | i | i
- COc1cccc(NC(=O)CN2CCc3ccccc3C2)c1
  -15 | i | i | i | i | i | i | i | i | i | i
- C=CCN1c2ccccc2[C@]23C[C@@H](C(=O)OC)N(C(=O)C4CCC4)C2=NC(C(=O)OC)=C(C(=O)OC)[C@H]13
  -4 | i | i | i | i | i | i | i | i | i | i
- CC1CCN(C(=O)CSc2nnc(-c3ccccc3F)o2)CC1
  -4 | i | i | i | i | i | i | i | i | i | i
- COc1ccc(C(=O)Nc2ccc(C)c(S(=O)(=O)N3CCCCCC3)c2)cc1
  -21 | i | i | i | i | i | i | 100* | i | i | i
- CNS(=O)(=O)c1cccc(C(=O)NCC(c2cccs2)N2CCOCC2)c1 (centres undefined)
  -5 | i | i | i | i | i | i | i | i | i | i
- CCC(=O)Nc1cc(C(=O)OCC(=O)c2ccc(Cl)cc2Cl)ccc1C
  -16 | i | i | i | i | i | i | i | i | i | i
- CCOC(=O)c1sc2nc(C)nc(SCC(N)=O)c2c1C
  -3 | i | i | i | i | i | i | i | i | i | i
- COc1cc(SC)ccc1C(=O)NCCN1CCOCC1
  -3 | i | i | i | i | i | i | i | i | i | i
- Cc1ccc(C)c2[nH]c(=O)c(CN(Cc3cccnc3)C(=S)NCc3ccco3)cc12
  -20 | i | i | i | i | i | i | i | i | i | i
- O=c1nc(Nc2ccc(Br)cc2)sc2ccc([N+](=O)[O-])cc12
  -3 | i | i | i | i | i | i | i | i | i | i
- O=C(CCCc1nc2ccccc2s1)NCc1ccccc1
  -8 | i | i | i | i | i | i | i | i | i | i
- Cc1ccc(S(=O)(=O)NC2CCCCCC2)cc1C(N)=O
  -4 | i | i | i | i | i | i | i | i | i | i
- Cc1ccc(S(=O)(=O)N2CCN(C(=O)C3CSC4(C)CCC(=O)N34)CC2)cc1C (centres undefined)
  -3 | i | i | i | i | i | i | i | i | i | i
- C=CCc1cc(C)ccc1OCCOCCn1ccnc1
  -2 | i | i | i | i | i | i | i | i | i | i
- COc1cccc(CN(C)CC(=O)Nc2ccccc2N2CCOCC2)c1OC
  5.1* | i | i | i | i | i | i | i | i | i | i
- O=C1CC(Sc2nnnn2C2CCCCC2)C(=O)N1c1ccccc1 (centres undefined)
  -2 | i | i | i | i | i | i | i | i | i | i
- Cn1nnnc1SCC(=O)Nc1ccccc1Cl
  -4 | i | i | i | i | i | i | i | i | i | i
- Cc1cc(=O)[nH]c(SC(C)C(=O)Nc2cccc3ccccc23)n1 (centres undefined)
  -8 | i | i | i | i | i | i | i | i | i | i
- COc1ccc(C(=O)N2N=C3CC(C)(C)OCC3C2c2ccccc2)cc1 (centres undefined)
  -8 | i | i | i | i | i | i | i | i | i | i
- CC(C)[C@H](NC(=O)N1CCn2c1nc1ccccc12)C(=O)NC1CC1
  -9 | i | i | i | i | i | i | i | i | i | i
- Cc1cccc(-c2nc3c(c(SCC(=O)N4CCCC4)n2)COC(C)(C)C3)c1
  -6 | i | i | i | i | i | i | i | i | i | i
- O=C1CC(NS(=O)(=O)c2ccc3ccccc3c2)CN1c1ccccc1 (centres undefined)
  -21 | i | i | i | i | i | i | i | i | i | i
- Cc1cc(C)cc(NC(=O)c2cccc(NC(=O)c3ccco3)c2)c1
  -11 | i | i | i | i | i | i | i | i | i | i
- Cc1cccc(N2CCN(C(=O)C(Cc3ccccc3)NC(N)=O)CC2)c1C (centres undefined)
  -6 | i | i | i | i | i | . | i | i | i | i
- COc1ccc(C(C)(C)C)cc1NC(=O)COC(=O)c1ccc([N+](=O)[O-])o1
  -9 | i | i | i | i | i | i | i | i | i | i
- O=C(O)c1cc(NN=C2c3ccccc3-c3ccccc32)ccc1Cl
  -2 | i | i | i | i | i | i | i | i | i | i
- CCN(CC)CCCNC(=O)c1cc(Nc2ccc(OC)cc2OC)nc2ccccc12
  -4 | i | i | i | i | i | i | i | i | i | i
- CN(C)/C=N/c1nc2nccc(-c3cccs3)n2n1
  -8 | i | i | i | i | i | i | i | i | i | i
- CCn1c(SCC(=O)Nc2ccc(N(C)C)cc2)nnc1C1CC1
  -4 | i | i | i | i | i | i | i | i | i | i
- Cc1c(C(=O)NC2CCCCC2C)oc2ccccc12 (centres undefined)
  -7 | i | i | i | i | i | i | i | i | i | i
- CCN=C1SC(C(=O)Nc2ccc(OCC)cc2)CC(=O)N1CC (centres undefined)
  -11 | i | i | i | i | i | i | i | i | i | i
- CC1(C(=O)NC2CCCCCCC2)CC1(Cl)Cl (centres undefined)
  -9 | i | i | i | i | i | i | i | i | i | i

# Other compounds:
# Results follow in this order: hERG protect | RGS4 pot | KCNK9 block | KCNK3 block | RGS4 inh | MrgX1 ag | TMEM16A act | TMEM16A inh | MrgX1 PAM | KCNQ1 inh | KCNQ1 pot
- CC(C)c1cccc(C(C)C)c1NC(=O)CNCc1ccccc1F
  -4 | i | i | i | i | i | i | i | i | i | i
- CCN(CC)C(=O)c1cc2c(=O)n3ccccc3nc2s1
  -6 | i | i | i | i | i | i | i | i | i | i
- CC1(C(=O)O)CCC(C(=O)Nc2ccccc2)C1(C)C (centres undefined)
  -1 | i | i | i | i | i | i | i | i | i | i
- Cc1cc2nc(SCCOC(=O)Nc3ccccc3)nc(C)c2cc1C
  -5 | i | i | i | i | i | i | i | i | i | i
- COC(=O)c1c(NC(=O)c2cccs2)sc2c1CCCC2
  -10 | i | i | i | i | i | i | i | i | i | i
- Cc1cc(C)n(Cc2ccc(C(=O)Nc3cccc(Br)c3)o2)n1
  -8 | i | i | i | i | i | i | i | i | i | i
- Cc1cccc(Cc2nnc(CCC(=O)N3CCCC(CN4CCOCC4)C3)o2)c1 (centres undefined)
  -5 | i | i | i | i | i | i | i | i | i | i
- O=C(C1CCN(S(=O)(=O)c2cccs2)CC1)N1CCN(c2ccccc2)CC1
  -16 | i | i | i | i | i | i | i | i | i | i
- O=C(Nc1cccc(-c2csc(Nc3cccc(C(F)(F)F)c3)n2)c1)c1ccccc1
  -6 | i | i | i | i | i | i | i | i | i | i
- CC(C)N(CCCNC(=O)c1ccc(CS(=O)(=O)c2c(Cl)cccc2Cl)o1)Cc1ccccc1
  -6 | -8.6* | i | i | i | i | i | i | i | i | i
- CC(=O)c1cccc(Nc2nc(-c3cccc([N+](=O)[O-])c3)cs2)c1
  -8 | i | i | i | i | i | i | i | i | i | i
- CCCN(CCC)S(=O)(=O)c1ccc(NS(=O)(=O)c2ccc(F)cc2)cc1
  -17 | i | i | i | i | i | i | i | i | i | i
- CC(C)(C)c1nc(NCC2CCCO2)c2nnn(Cc3ccccc3)c2n1 (centres undefined)
  -10 | i | i | i | i | i | i | i | i | i | i
- CC(Oc1ccc(Cl)cc1)C(=O)NNC(=S)NC(=O)c1ccco1 (centres undefined)
  -9 | i | i | i | i | 90* | i | i | i | i | i
- CC(C)Oc1ccc(CCc2nnc(SCC(=O)O)n2-c2ccccc2)cc1
  -6 | i | i | i | i | i | i | i | i | i | i
- O=C(C1=C(O)C(=O)N(CCN2CCOCC2)C1c1ccccn1)c1cccs1 (centres undefined)
  -6 | i | i | i | i | i | i | i | i | i | i
- O=C(Nc1nncs1)c1c(F)c(F)c(F)c(F)c1F
  -10 | i | i | i | i | i | i | i | i | i | i
